Compound activity (PubChem)
LAP4-GFP MLPCN – yeast TOR pathway LAP4-GFP modulation | S. cerevisiae LAP4-GFP multiplex, flow cytometry GFP, 3 h; median GFP as percent of DMSO wells | GFP response vs DMSO, % at 10 µM | actives 0.34% (n = 320,000);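 active means GFP response vs DMSO above a set limit, about the screen mean plus 3 SD, cut at about 150% in these data; inconclusive means under 70 cell events counted for the yeast strain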
ZTA DNA inh – ZTA (EBV) inhibition in EBNA-1 counter-screen | ZTA-DNA binding, fluorescence polarization | inhibition, % at 11 µM | actives 0.15% (n = 320,000) | AID 2234; in the data active means inhibition above about 33%
proCasp7 act – counter-screen for procaspase-3 activators: activators of human procaspase-7; actives 0.093% (n = 330,000); activation, % at 8.5 µM; P55210; recombinant procaspase-7, Ac-DEVD-pNA absorbance 405 nm; D23A/D198A/D206A triple mutant, cannot self-cleave; scale: DMSO 0, 5 µM enzyme 100; AID 463210;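 active means percent activation above the screen-wide mean plus 3 SD, cut at about 25% in these data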
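System: Procaspase-7 triple mutant (PC-7 D3A); measure: % activation from two-timepoint absorbance difference, scaled to controls; times: 1 h compound preincubation, 2 h substrate cleavage, 25 °C; also added: Ac-DEVD-pNA substrate, 400 µM as added; measured by: Epi-absorbance of released pNA at 405 nm, two timepoints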
procasp3 activ – procaspase-3 (human) activation; activation, % at 8.5 µM; AID 463141; P42574; recombinant procaspase-3 D3A, Ac-DEVD-pNA absorbance 405 nm; actives 0.11% (n = 330,000);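 active means activation above the mean of all tested compounds plus 3 SD, cut at about 21% in these data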;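 further: 0% = DMSO alone and 100% = DMSO wells spiked with extra 5 µM PC-3 D3A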
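Technique: 405 nm absorbance of p-nitroaniline, reads at 0 and 120 min; Test system: Procaspase-3 D3A mutant; Incubation: 1 h enzyme-compound preincubation, then 2 h substrate reaction, 25 °C; Repeats: singlicate, each compound tested once; Benchmarks: low control DMSO wells, high control DMSO plus 5 µM PC-3 D3A.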
EBNA-1 inh – blocks EBNA-1 binding to DNA; EBNA-1 DNA binding, fluorescence polarization; inhibition, % at 14.8 µM; actives 0.34% (n = 300,000); in the data active means inhibition above about 28%
MEP2-GFP yeast – yeast TOR pathway MEP2-GFP modulation | GFP response vs DMSO, % at 10 µM | AID 2016 | actives 0.51% (n = 330,000) | S. cerevisiae MEP2-GFP strain, flow cytometry GFP, 3 h; 100% = DMSO control level;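 active means GFP response versus DMSO above a set limit, roughly screen mean plus 3 SD, cut at about 180% in these data; inconclusive means fewer than 70 cells counted for a yeast strain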;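 further: median GFP fluorescence of the barcode-gated MEP2-GFP cells per well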
RPL19A-GFP yeast – alters RPL19A-GFP fluorescence in TOR pathway yeast screen; S. cerevisiae RPL19A-GFP strain, flow cytometry, 3 h; active compounds read low; actives 0.3% (n = 330,000); percent response vs DMSO, % at 10 µM;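 active means percent response vs DMSO below 50%; inconclusive means fewer than 70 events counted for the yeast strain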;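 further: median channel GFP fluorescence of the barcoded RPL19A-GFP strain; ratio of sample median GFP to plate DMSO average so 100% = DMSO; lower means less RPL19A-GFP as with rapamycin TOR inhibition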
AHR activator – human AHR activation; P35869; AHR-responsive luciferase reporter cells, luminescence; activation, % at 5 µM; actives 2.5% (n = 320,000); in the data active means activation above about 47%;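 further: 0% = vehicle wells and 100% = reference agonist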
An asterisk follows results filed as active; ? = inconclusive; . = no result given. Outcome played no part in choosing rows; about 3.8% have a hit in one of these screens.

SMILES	LAP4-GFP MLPCN	ZTA DNA inh	proCasp7 act	procasp3 activ	EBNA-1 inh	MEP2-GFP yeast	RPL19A-GFP yeast	AHR activator
COC(=O)c1c(C)[nH]c(C(=O)C(C)OC(=O)c2cc(C)oc2C)c1C (stereo not given)	113	8	10	-2	.	96	93	1
NC(=O)c1ccc(NC(=O)c2ccccc2S(=O)(=O)c2ccccc2[N+](=O)[O-])cc1	98	-2	4	4	1	100	102	-2
CC(=O)N1N=C(c2ccc(C)c([N+](=O)[O-])c2)OC1(C)C	147	11	-2	2	12	93	93	-2
Cc1nc(SCC(=O)Nc2nccs2)c(C#N)c(C)c1C	103	0	9	-4	.	93	97	64*
O=C(COC(=O)c1cc(S(=O)(=O)N2CCCCC2)ccc1Cl)NCc1ccco1	105	4	15	5	-5	107	102	0
O=C(c1cc(-c2ccco2)on1)N1CCc2ccccc2C1	112	4	-7	6	2	105	102	39
O=C(Cn1cnc2sc(-c3ccccc3)cc2c1=O)NCc1ccco1	98	0	-7	-5	5	108	94	0
CC(C)(C)C(=O)NC(NC(=S)Nc1sc2c(c1C#N)CCCC2)C(Cl)(Cl)Cl (stereo not given)	100	18	-17	-11	3	103	101	5
CCCS(=O)(=O)N1CCN(C(=O)c2cccc(OC)c2)CC1	100	5	11	-11	7	97	97	1
Cn1c(SCc2c(F)cccc2Cl)nnc1-c1cccs1	106	9	5	0	10	104	108	13
Cc1nc([N+](=O)[O-])cn1CC(=O)Nc1ccc([N+](=O)[O-])cc1	97	-15	-1	-1	3	106	104	1
CCn1c(/C=N/NC(=O)c2ccc(OC)cc2)nc2ccccc21	109	-6	-19	-9	-9	92	97	4
CCOC(=O)C1(Cc2ccc(Cl)cc2)CCN(Cc2cn(CC)nc2C)CC1	99	-10	14	7	-12	98	88	-1
NC(=O)CSc1oc(-c2ccco2)nc1S(=O)(=O)c1ccc(F)cc1	104	14	-6	1	5	101	99	-2
CC1CC(C)CN(C(=O)C2CCN(C(=O)Nc3ccccc3)CC2)C1 (stereo not given)	98	-9	3	0	3	110	103	-2
CN(Cc1ccccc1)C(=S)NC(=O)c1ccccc1	103	3	2	-2	-20	95	90	0
CC1CCC2(CC1)NC(=O)N(CC(=O)Nc1ccc3c(c1)OCCCO3)C2=O (stereo not given)	102	-8	-3	-2	.	96	97	4
CN(C)S(=O)(=O)N1CCN(S(=O)(=O)c2ccc(F)cc2)CC1	106	-4	2	3	4	107	99	0
O=C(Cn1c2ccc(F)cc2c2nc3n(c(=O)c21)CCS3)N1CCCC1	86	-12	11	4	-14	97	105	-2
O=C(Nc1ccc2c(c1)OCCO2)C1CC(c2ccc(F)cc2)=NO1 (stereo not given)	109	-7	-3	6	-7	109	107	5
CC1=NOC(=O)/C1=C/c1ccc2c(c1)OCO2	128	13	-7	-2	-9	94	92	5
Cc1ccccc1-c1nc(CS(=O)(=O)CC(=O)NCCCN2CCOCC2)c(C)o1	90	-3	6	3	-1	103	97	-3
COc1ccc(-c2oc3ccccc3c2C(=O)OCc2ccc([N+](=O)[O-])cc2)cc1	96	1	-2	-1	10	110	104	2
CN(CC(=O)N1CC=C(c2ccccc2)CC1)S(=O)(=O)c1cnc[nH]1	90	-12	11	-3	3	94	91	2
O=C(CCC1CCCN(C(=O)Cc2ccc(F)cc2)C1)N1CCN(c2ccccn2)CC1 (stereo not given)	99	6	1	10	4	103	101	10
O=C(Nc1nnc(-c2ccco2)o1)c1cccc2ccccc12	79	7	5	7	7	94	103	1
Cc1cc(C)c2oc(C(=O)NCc3ccccc3)cc(=O)c2c1	99	-21	-9	3	-15	124	109	6
CC(C)(C)c1ccc(N2C(=O)Cc3c2nc(N)c(C#N)c3N)cc1	88	3	2	1	-2	99	101	76*
CCN(C(=O)CSc1nc2ccccc2o1)c1c(N)n(Cc2ccccc2)c(=O)[nH]c1=O	94	10	10	4	-6	102	94	-1
COc1ccc(OCCCC(=O)OC(C)C(=O)Nc2ccc(C)cc2)cc1 (stereo not given)	109	-17	8	10	-5	106	104	-2
O=C1N=C(N2CCCCC2)S/C1=C\c1ccc(Cl)cc1	99	-13	-2	7	5	111	102	30
CN(Cc1ccccc1)C(=O)CN1CCN(C(c2ccccc2)c2ccccc2)CC1	98	9	14	-1	5	99	97	-1
CC1(C)CC(=NNC(=O)c2n[nH]c3c2CCC3)CC(C)(C)N1	111	-18	-3	6	5	110	99	12
COc1ccc(S(=O)(=O)N2CCCC2)cc1C(=O)N1CCCCC1	94	3	14	4	4	98	101	-3
Cc1ccc(C(=O)Nc2ncc(C)s2)o1	100	-9	2	3	-4	102	97	6
CCO[C@H]1OC(C(=O)O)=C[C@@H](c2cn(C(C)=O)c3ccccc23)[C@@H]1CCCO	122	13	-4	8	7	88	95	0
CCCCCn1c(CN2CCN(c3cccc(Cl)c3)CC2)nc2c1c(=O)[nH]c(=O)n2C	96	-5	-11	10	3	98	103	-1
CN1CCN(S(=O)(=O)c2ccc(Br)c3nsnc23)CC1	95	-17	6	3	-2	91	100	-1
CCOC(=O)c1c(-c2ccc(F)cc2)cn2ccccc12	102	8	3	1	-6	103	97	7
CC(=O)Nc1ccc(NC(=O)c2ccccc2N(Cc2ccccc2)S(C)(=O)=O)cc1	99	20	5	7	-2	106	101	-2

AHR activator: what is marked active above.
mol	LAP4-GFP MLPCN	procasp3 activ	EBNA-1 inh	MEP2-GFP yeast	RPL19A-GFP yeast	AHR activator
Cc1nc(SCC(=O)Nc2nccs2)c(C#N)c(C)c1C	103	-4	.	93	97	64*
CC(C)(C)c1ccc(N2C(=O)Cc3c2nc(N)c(C#N)c3N)cc1	88	1	-2	99	101	76*

Taken from above:
In AHR activator, COc1ccc(-c2oc3ccccc3c2C(=O)OCc2ccc([N+](=O)[O-])cc2)cc1 has the entry 2
In AHR activator, CCO[C@H]1OC(C(=O)O)=C[C@@H](c2cn(C(C)=O)c3ccccc23)[C@@H]1CCCO has the entry 0
In procasp3 activ, CN(CC(=O)N1CC=C(c2ccccc2)CC1)S(=O)(=O)c1cnc[nH]1 has the entry -3
In ZTA DNA inh, CC(C)(C)C(=O)NC(NC(=S)Nc1sc2c(c1C#N)CCCC2)C(Cl)(Cl)Cl (stereo not given) has the entry 18
In MEP2-GFP yeast, CC(=O)Nc1ccc(NC(=O)c2ccccc2N(Cc2ccccc2)S(C)(=O)=O)cc1 has the entry 106
In ZTA DNA inh, O=C(Nc1ccc2c(c1)OCCO2)C1CC(c2ccc(F)cc2)=NO1 (stereo not given) has the entry -7

Going on with the list.
SMILES	LAP4-GFP MLPCN	ZTA DNA inh	proCasp7 act	procasp3 activ	EBNA-1 inh	MEP2-GFP yeast	RPL19A-GFP yeast	AHR activator
[O-][n+]1ccccc1/C=C/c1ccccc1	103	2	-4	-9	-2	99	98	-6
O=C(Cc1cccc(NC(=O)C2CCN(C(=O)C3CCCC3)CC2)c1)Nc1cccc(C(=O)N2CCCC2)c1	105	0	14	-1	.	96	95	-1
O=C(CN(Cc1ccccc1)S(=O)(=O)c1ccccc1)N/N=C/c1ccccc1[N+](=O)[O-]	105	1	-2	-9	-7	104	102	5
COc1ccc(NS(=O)(=O)c2cccc(C(=O)OCC(=O)c3c(N)n(C)c(=O)n(C)c3=O)c2)cc1	100	.	7	-4	.	99	101	1
CCCc1ccc(OCC(=O)NNC(=O)c2cccnc2)cc1	96	11	7	3	10	96	104	-1
CC1(C)CC(=O)c2c(nn(-c3ccccc3)c2-c2ccncc2)C1	94	-10	-11	-5	-1	99	96	8
C/C(=N/NC(=O)C1CCCC1)c1ccc(NC(=O)C(F)(F)F)cc1	106	7	7	7	4	108	110	1
Cc1cc(=O)oc2cc(OCC(=O)OCC(=O)NC(C)C)ccc12	107	8	3	7	-7	103	102	0
COC(=O)c1[nH]c2cccc(OC)c2c1NC(=O)CN1CC(C)OC(C)C1 (stereo not given)	104	-28	3	3	8	101	100	-2
O=C(O)c1ccc(OC2CSC2)cc1	120	-6	7	4	-5	99	97	0
COc1ccc(CNC(=S)Nc2ccccc2-c2ccccc2)cc1	76	22	-15	-1	3	81	83	0
O=C1c2[nH]nc(-c3ccccc3O)c2C(c2ccccc2F)N1Cc1ccco1 (stereo not given)	100	12	-5	-4	1	95	95	16
O=[N+]([O-])c1ccc(S(=O)(=O)N(CC(O)CN2CCCCC2)c2ccccc2)cc1 (stereo not given)	90	-3	6	-1	-3	102	102	3
COc1ccc(CNC(=O)CSc2nnc3c(Cl)cc(C(F)(F)F)cn23)cc1OC	102	11	2	-4	-7	97	101	2
COc1ccc(CCn2c(NN=C3CCCCC3)nc3c2c(=O)[nH]c(=O)n3C)cc1	103	22	2	-2	-5	101	98	11
CC(C)C(=O)Nc1nnc(CCc2nnc(NC(=O)C(C)C)s2)s1	98	14	1	6	8	99	96	5
Cc1ccc(-c2ccc(/C=N/NC(=O)Cc3nnc(N)s3)o2)cc1Cl	102	7	-7	-1	-4	109	103	10
COC(=O)CSCc1nc2ccccc2[nH]c1=O	95	-20	-7	-14	-6	93	101	64*
Cn1c(=O)c2c(nc(Br)n2CCSc2nc3ccccc3o2)n(C)c1=O	104	9	6	6	10	98	99	0
COc1ccc(S(=O)(=O)N2CCCC2)cc1NC(=O)c1ccccc1	105	3	8	-2	7	97	94	0
C=CCSc1nc(N)c(C(=O)Nc2ccccc2C)cc1C(N)=O	?	-11	-11	-2	-6	?	?	38
COc1cc(CN2C(=O)C(NC(=O)c3ccco3)(C(F)(F)F)C3=C2CC(C)(C)CC3=O)cc(OC)c1 (stereo not given)	100	7	4	-2	0	102	103	3
COc1ccc2[nH]c(C)c(CCNC(=S)Nc3ccc(F)cc3)c2c1	98	8	1	-8	2	98	104	-9
COc1ccc2c(c1)-c1c(ssc1=S)C(C)(C)N2	112	2	-21	-10	1	94	92	2
COc1ccc(C2c3ccc(O)cc3Oc3ncn(Cc4ccco4)c(=N)c32)cc1 (stereo not given)	119	11	-10	1	14	99	94	3
CCCc1cc(N2CCCC(C(=O)Nc3ccc(OC)cc3OC)C2)n2ncnc2n1 (stereo not given)	101	7	2	2	8	92	93	3
CCOc1ccc(/C=N/NC(=O)c2nnn(-c3nonc3N)c2-c2ccc(OCC)cc2)cc1	92	-8	-11	6	35*	107	106	7
CC(=O)Oc1cccc2c1C(=O)c1c(OC(C)=O)cc(C(=O)O)cc1C2=O	100	4	16	26*	-13	93	99	0
Cc1ccc(OCCOC(=O)c2c(-c3ccccc3)noc2C)cc1	112	1	-7	-7	-10	96	97	0
COC(=O)C(C#N)c1nc2ccccc2nc1N1CCN(Cc2ccc3c(c2)OCO3)CC1 (stereo not given)	90	0	-8	0	6	92	100	5
Cc1ccc(N(CC(=O)O)S(=O)(=O)c2cccc3nonc23)cc1	85	-10	-4	-6	1	100	94	11
COc1cc(-c2nc3c4ccccc4nc(=S)n3[nH]2)cc(OC)c1OC	98	-2	-6	8	0	102	103	71*
COc1ccc(-c2cc(C(F)(F)F)n3ncc(C(=O)NCc4ccco4)c3n2)cc1	87	-2	-19	-6	-16	86	89	21
COCCCNC(=S)N1CCN(C)CC1	98	-2	3	5	-9	96	99	1
Cc1cccc(OCC(=O)NS(=O)(=O)c2ccc(Br)cc2)c1	88	12	5	11	4	112	106	-1
N#CCSc1nnc(Cc2ccc3c(c2)OCO3)o1	106	0	1	10	1	108	101	3
COc1ccc(NC(=O)CN(Cc2ccccc2)S(C)(=O)=O)c(OC)c1	95	-2	-12	6	9	103	96	2
CN1CCN(CC(=O)N2c3ccccc3C(C)(c3ccccc3)CC2(C)C)CC1 (stereo not given)	93	-7	11	1	-4	93	95	-2
